Screens (PubChem BioAssay)
IMP-1 inhibitor = IMP-1 metallo-beta-lactamase inhibitors, primary screen, biochemical, epi-absorbance readout, Pseudomonas aeruginosa enzyme; metallo-beta-lactamase IMP-1 (Pseudomonas aeruginosa); purified IMP-1, nitrocefin hydrolysis, epi-absorbance fluorescence; inhibition, % at 5.6 µM; 290,000 tested, 0.45% active; AID 1556, 2009;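 active = inhibition above the mean plus 3 SD of all compounds in the same screening run, cut at about 4.5% in these data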;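 also: 0% = IMP-1 with DMSO and 100% = DMSO wells lacking enzyme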
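System: Purified recombinant IMP-1 metallo-beta-lactamase enzyme | Measured by: Fluorescence quenching readout, ex 480/em 530 nm | Replication: Singlicate | Incubation: 15 min preincubation plus 25 min reaction at 25 °C | Evaluation: Percent inhibition from optical density relative to buffer-blank wells | Benchmarks: DMSO with and without IMP-1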
NS3 helicase inh = inhibitors of HCV NS3 helicase, primary screen, biochemical, Cy5 molecular beacon fluorescence. 290,000 tested, 0.56% active. NS3 helicase DNA unwinding. inhibition, % at 10.9 µM. Hepatitis C virus NS3 helicase;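 active = inhibition above the mean of all tested compounds plus 3 SD, set per campaign, cut at about 35% in these data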;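 also: 0% = DMSO wells and 100% = thioflavine S control wells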
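Compound dosing – single dose, 10.9 µM nominal final, DMSO 0.8% final · System – NS3 helicase fragment of HCV · Buffer or medium – MOPS pH 6.5, MgCl2, DTT, Tween20, BSA · Signal – Cy5 beacon fluorescence read at start and 1 h · Also added – annealed dual-labelled DNA beacon duplex, ATP-started · Schedule – 1 h at 25 °C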
DNA FID counter = compounds displacing fluorescent DNA intercalator, primary screen, artefact control for HCV NS3 helicase inhibitor project, biochemical, FID fluorescence. DNA fluorescent intercalator displacement. inhibition, % at 7.9 µM. 290,000 tested, 0.17% active. AID 1845, 2009; in the data active = inhibition above about 37%;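 also: 0% = vehicle and 100% = reference compound; higher means more ethidium bromide displaced from hairpin DNA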
IDE inh = human IDE inhibitors in live cells, primary screen, fluorescence polarization, HEK cells, FAbetaB substrate; FAbetaB cleavage; inhibition, % at 5.59 µM; 320,000 tested, 0.41% active; AID 434962, 2010;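 active = percent inhibition above the average of all tested compounds plus 3 SD, set per screening campaign, cut at about 16% in these data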;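 also: IDE supplied by intact live HEK cells; FP after avidin binding of uncleaved biotin substrate so inhibition keeps polarization high; 0% = DMSO wells and 100% = 60 µM reference IDE inhibitor Ii1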
pCIP destab = p/CIP-EGFP fusion destabilizers, primary screen, fluorescence, F442A cells; AID 1984, 2009; 290,000 tested, 0.01% active; 16 h; decrease of EGFP signal, % at 10 µM;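 active = EGFP signal decrease of at least 30% at 10 µM or well 3 SD below plate mean, unless failing retest; inactive = the rest, including hits failing retest or dose response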; also: some compounds called inactive have numbers as strong as hits; many of its hits are not listed in these tables
Target sequence (Q05BA5 1-1403): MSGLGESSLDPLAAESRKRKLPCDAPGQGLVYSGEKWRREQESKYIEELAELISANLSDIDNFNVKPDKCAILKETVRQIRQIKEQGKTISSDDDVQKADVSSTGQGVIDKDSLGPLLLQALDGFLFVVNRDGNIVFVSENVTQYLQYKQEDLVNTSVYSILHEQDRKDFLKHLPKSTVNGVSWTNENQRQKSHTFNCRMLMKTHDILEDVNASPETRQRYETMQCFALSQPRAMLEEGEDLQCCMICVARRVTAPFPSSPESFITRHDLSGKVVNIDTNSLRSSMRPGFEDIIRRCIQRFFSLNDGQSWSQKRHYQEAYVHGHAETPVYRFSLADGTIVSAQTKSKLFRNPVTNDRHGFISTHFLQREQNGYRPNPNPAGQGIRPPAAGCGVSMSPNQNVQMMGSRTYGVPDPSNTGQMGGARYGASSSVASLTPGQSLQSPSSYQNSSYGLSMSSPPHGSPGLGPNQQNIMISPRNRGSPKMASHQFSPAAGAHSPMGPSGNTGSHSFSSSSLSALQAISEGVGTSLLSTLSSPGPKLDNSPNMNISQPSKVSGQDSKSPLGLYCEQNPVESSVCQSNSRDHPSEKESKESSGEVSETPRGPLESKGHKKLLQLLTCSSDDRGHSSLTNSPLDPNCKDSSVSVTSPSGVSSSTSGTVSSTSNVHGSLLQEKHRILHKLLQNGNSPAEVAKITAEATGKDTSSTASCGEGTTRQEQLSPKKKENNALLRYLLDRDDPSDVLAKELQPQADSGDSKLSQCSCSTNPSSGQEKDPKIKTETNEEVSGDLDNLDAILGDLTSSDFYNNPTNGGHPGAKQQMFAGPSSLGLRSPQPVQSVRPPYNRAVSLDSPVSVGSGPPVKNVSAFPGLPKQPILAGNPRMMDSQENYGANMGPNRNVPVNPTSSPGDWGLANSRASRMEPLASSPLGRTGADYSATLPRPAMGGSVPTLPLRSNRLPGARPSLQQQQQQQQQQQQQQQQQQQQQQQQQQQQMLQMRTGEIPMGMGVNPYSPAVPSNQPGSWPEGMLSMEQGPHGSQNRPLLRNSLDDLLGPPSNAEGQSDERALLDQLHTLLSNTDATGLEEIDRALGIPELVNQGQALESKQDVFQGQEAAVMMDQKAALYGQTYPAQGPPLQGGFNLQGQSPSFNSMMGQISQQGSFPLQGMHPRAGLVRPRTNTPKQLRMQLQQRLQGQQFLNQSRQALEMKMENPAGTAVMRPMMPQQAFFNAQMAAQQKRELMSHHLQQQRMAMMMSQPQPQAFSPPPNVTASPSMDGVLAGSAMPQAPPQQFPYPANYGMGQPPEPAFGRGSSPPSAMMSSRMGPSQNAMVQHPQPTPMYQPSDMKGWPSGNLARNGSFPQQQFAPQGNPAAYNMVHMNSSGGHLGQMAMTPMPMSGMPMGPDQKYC
VIM-2 inh = VIM-2 metallo-beta-lactamase inhibitors, primary screen, biochemical, epi-absorbance readout, Pseudomonas aeruginosa enzyme; purified VIM-2, nitrocefin hydrolysis, epi-absorbance fluorescence; inhibition, % at 5.6 µM; 290,000 tested, 0.89% active; AID 1527, 2009;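 active = inhibition above the mean of all tested compounds plus 3 SD, cutoff set per screening run, cut at about 7.5% in these data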;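 also: red hydrolysis product quenches plate fluorescence so inhibitors raise well fluorescence; 0% = enzyme with DMSO and 100% = DMSO without enzyme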
IDE act = human IDE activators in live cells, primary screen, fluorescence polarization, HEK cells, FAbeta-B substrate; 340,000 tested, 0.073% active; FAbeta-B cleavage; 0% vehicle, 100% cell-free pure enzyme wells; activation, % at 5.96 µM; AID 493087, 2011; Insulin-degrading enzyme (Homo sapiens), P14735;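 active = activation above the mean of all tested compounds plus 3 SD, set per screening campaign, cut at about 17% in these data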
SUMO HTRF inh = inhibitors of in vitro SUMOylation cascade, primary screen, biochemical, HTRF, uHTS | SUMO-conjugating enzyme UBC9 (Homo sapiens), P63279 | HTRF SUMOylation assay, SAE1/SAE2 + UBC9 | inhibition, % at 35 µM | 290,000 tested, 0.36% active; in the data active = inhibition above about 50%, passing the limit was not always enough; inconclusive = no clear call, values can overlap the other calls; also: strong numbers were not always called active
M18AAP inhibitor = PfM18AAP inhibitors, malaria aminopeptidase, primary screen, biochemical, QFRET, recombinant enzyme. H-Glu-NHMec fluorogenic cleavage. inhibition, % at 7.35 µM. AID 1822, 2009. 290,000 tested, 1.2% active. M18 aspartyl aminopeptidase (Plasmodium falciparum 3D7);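 active = inhibition above the campaign mean inhibition over all tested compounds plus 3 SD, cut at about 28% in these data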;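 also: 0% = plate median of test compound wells and 100% = 2 mM ZnCl2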
* hit, by the source's call; ? = inconclusive; / = not tested or not shown.

canonical_smiles,IMP-1 inhibitor,NS3 helicase inh,DNA FID counter,IDE inh,pCIP destab,VIM-2 inh,IDE act,SUMO HTRF inh,M18AAP inhibitor
COc1cc(CC(=O)OCC(=O)Nc2sccc2C(N)=O)cc(OC)c1OC,-2.0,-4,-17,0,-22,2.4,1,12,-6
CC(C)(C)NC(=O)NC(=O)COC(=O)COc1ccc2c(c1)CCC2,-2.5,-2,-19,0,-2,-4.6,2,-12,-2
COc1ccc(S(=O)(=O)N2CCCC(C(=O)O)C2)cc1Cl (stereo unspecified),-2.7,4,-2,4,-11,-0.3,4,9,-3
Cc1ccc(CNCCCSc2ncccn2)cc1,-0.1,19,4,6,-74,-2.2,3,8,-10
CCOc1ccc(C(=O)NC(C(=O)NCc2cccnc2)C(C)C)cc1 (stereo unspecified),-0.4,12,-20,0,7,1.3,0,-5,12
O=C(Nc1ccc(F)cc1)c1sccc1SCc1cccc(C(F)(F)F)c1,-3.1,-15,-8,6,-6,1.7,4,-7,6
O=c1[nH]c(CN2CCN(S(=O)(=O)c3cccs3)CC2)nc2c(Br)cc(Br)cc12,-2.0,-2,-3,9,20,-1.6,-11,-30,-6
CCCC(C)C(=O)NCc1ccncc1 (stereo unspecified),-4.2,-7,0,2,-2,-0.6,1,18,0
CC(C)(C)C(=O)Cn1ncc(N2CCOCC2)c(Br)c1=O,-4.1,2,0,10,-6,-2.4,2,-7,4
Cc1nc(NCC(c2ccccc2)N(C)C)c2c(C)c(C)sc2n1 (stereo unspecified),-5.0,-4,9,7,-7,7.8*,2,5,3
CC(=O)C1=C(O)C(=O)N(c2ccc(O)cc2)C1c1ccccc1F (stereo unspecified),-2.2,-4,-3,-4,1,-0.9,3,7,-6
CCCOc1cccc(/C=N/NC(=O)c2csc(C)c2C)c1,-4.8,3,-10,12,-6,-1.9,5,-6,-3
COc1ccc(-n2cnc3cc(C(=O)NCCN4CCOCC4)ccc32)cc1,-1.5,4,-5,0,-16,-1.5,4,3,-2
CS(=O)(=O)Nc1ccccc1C(=O)NCc1ccco1,-2.9,20,-12,-1,-8,-1.8,1,1,19
CCOc1ccc2cc(S(=O)(=O)n3ccnc3C)ccc2c1,-4.4,7,-3,0,1,-0.5,4,14,2
COC(=O)c1ccc(C(=O)OC)c(NC(=O)COC(=O)CC2CC3CCC2C3)c1 (stereo unspecified),0.4,1,-4,-3,0,-3.2,7,5,-2
COc1ccccc1-n1cc(-c2ccc(C)cc2)[nH]c1=S,-4.0,12,-22,-2,-10,-5.0,1,-7,6
Cc1cc(Nc2ccc(C(=O)O)cc2)nc(N)n1,-7.7,18,-2,6,4,-0.1,5,17,3
COc1cccc2cc(C(=O)NCc3ccco3)c(=O)oc12,-1.8,-14,-1,-4,-6,-1.5,8,31,22
O=C1COc2ccc(C(=O)NC3CC3)cc2N1,0.3,5,-1,1,8,1.8,8,9,-5
CCN(CC)S(=O)(=O)c1cccc(C(=O)N2CC(O)CC2C(=O)O)c1 (stereo unspecified),-2.5,11,0,8,0,-0.5,-2,-14,2
COc1ccc(C(=O)/C=C(\C)Nc2ccc3c(c2)OCO3)cc1,-2.0,-8,-3,-1,-8,0.1,-2,8,4
COC(=O)c1ccc(NC(=O)Cn2cnc3c(nnn3-c3cccc(OC)c3)c2=O)cc1,-2.7,-1,-1,-1,-2,-1.7,6,11,2
C#CCOc1ccc(/C=N/O)cc1Cl,-2.1,-8,3,-1,-1,-1.3,5,4,4
COc1ccc(C(=O)NCC(=O)N/N=C/c2ccc([N+](=O)[O-])s2)cc1OC,-2.9,-2,5,-2,-10,-3.8,3,6,4
CN1CCCC(OC(=O)c2cc(Cl)ccc2Cl)C1 (stereo unspecified),-2.6,-2,1,4,-6,-4.7,-1,6,0
CCCCn1nnnc1SCC(=O)NNC(=O)C1CCCCC1,-3.7,6,-8,1,-4,-3.7,-1,-12,-3
COc1ccc(NC(=O)C2CCCN(C(=O)NC3CCCCC3)C2)cc1OC (stereo unspecified),0.1,-1,-17,-4,-7,-2.6,3,5,-9
CC(=O)/C(=N/Nc1cccc(C)c1)N1CCOCC1,-1.3,-1,-1,-3,-1,-1.1,-2,8,42*
Cc1nn(CCOc2cccc(Cl)c2)c(C)c1[N+](=O)[O-],-1.8,-3,-15,3,-1,-1.4,8,5,1
O=C(NCc1ccco1)c1ccc(S(=O)(=O)N2CCOCC2)cc1,-2.6,21,-2,3,-9,-3.8,4,19,23
Cc1nc(NC(=O)c2cccc(Cl)c2)sc1C(=O)N1CCCCC1,-0.8,-4,-35,4,1,2.0,0,5,3
CC(=O)Nc1cccc(NC(=O)C2CC(=O)N(c3ccc(C)cc3)C2)c1 (stereo unspecified),-3.8,2,-11,2,-5,-3.4,-1,0,0
O=C(Nc1ccc2cn[nH]c2c1)c1c(Cl)cccc1Cl,-2.9,-3,-1,3,2,-2.9,3,7,-1
CC(=O)Nc1ccc(Nc2nc3c(S(=O)(=O)c4ccc(C)c(C)c4)nnn3c3ccccc23)cc1,-3.3,2,-2,3,2,-0.3,1,?,-13
Cc1c(C(=O)O)cccc1N1C(=O)Nc2ccccc2N1O,-3.0,-1,5,7,-14,-1.6,3,16,21
COc1cc(OC)cc(C(=O)N2CCN(Cc3cccc(F)c3)CC2)c1,-2.9,-2,-13,1,-5,-1.4,5,11,12
Cc1ccnc(NS(=O)(=O)c2ccc(NC(=O)c3ccc4c(c3)OCCO4)cc2)n1,0.0,-2,-1,-6,-4,-2.7,0,16,-8
COc1ccc(OC(=O)c2cnc3n(c2=O)CCS3)cc1,-0.5,6,0,-7,-2,-1.6,-2,14,-9
Cc1ccc(SCC(=O)NC(=O)c2ccc(S(=O)(=O)N(C)C)cc2)cc1C,-5.3,-1,-3,0,-11,-0.5,5,-18,-3
COC(=O)c1ccc(OCC(=O)NC2CCCCCC2)cc1,-6.4,12,-31,6,-14,-1.8,5,18,6
COc1ccc(S(=O)(=O)Nc2c(C)n(C)n(-c3ccccc3)c2=O)cc1C(=O)O,0.5,30,-2,/,-3,-1.1,4,1,-5
Cn1c(CNc2nc(-c3ccccc3)cs2)nnc1SCC(=O)c1ccccc1,-0.8,-16,-24,6,-6,-3.0,-11,-1,7
CC1CCCC(C)N1C(=O)CSc1nnc(NC(=O)c2cccs2)s1 (stereo unspecified),-1.9,2,-22,1,-15,20*,8,6,0
CSc1sc(C(=O)N2CCc3ccccc32)cc1S(=O)(=O)C(C)C,-1.7,-10,-21,-2,-13,-1.1,-5,21,4
C/C=C/C(=O)Nc1nnc(C2CCCCC2)s1,1.4,0,-10,-4,-6,-2.0,3,2,-11
O=C(CC(=O)N/N=C\c1ccc([N+](=O)[O-])cc1)NCCc1ccccc1,-0.5,-3,0,-2,1,-2.2,6,6,12
CC(C)CC(NC(=O)OC(C)(C)C)C(=O)O (stereo unspecified),-2.4,-5,-4,1,-1,-0.1,-5,5,-8
Cc1ccc(C2CC(c3cccc(Br)c3)Nc3nnnn32)cc1 (stereo unspecified),-5.3,-5,-32,9,-13,-0.1,-3,21,12
Nc1ccc(C(=O)OCc2csc(-c3ccccc3)n2)cc1[N+](=O)[O-],-4.4,-4,2,6,-8,-3.0,-3,3,2
C=CCn1c(O)c(C=Nc2ccc(CN3CCCCC3)cc2)c(=O)[nH]c1=S,-1.4,-2,-4,5,-17,0.2,/,14,-2
COc1ccc(C(c2nnnn2Cc2cccs2)N2CCC(C(N)=O)CC2)c(OC)c1 (stereo unspecified),-3.4,1,-8,-1,-14,0.2,1,1,-13
COc1ccccc1N1CCN(S(=O)(=O)c2ccc(F)cc2)CC1,-1.4,-7,-10,-2,-7,-1.8,3,19,0
CN(CC(=O)Nc1cccc(F)c1)CC(=O)Nc1ccccc1[N+](=O)[O-],-1.9,10,-3,-6,-8,-4.6,-2,-26,-3
COc1ccc(/C=N/NC(=O)C(=O)N2CCCCCC2)cc1[N+](=O)[O-],-4.7,7,-21,5,-6,-2.0,-2,/,5
Cc1cc(-c2nc(C)c(C(=O)NN)s2)no1,-5.1,8,4,3,-7,-5.0,-5,3,8

An excerpt from above in order of their number in pCIP destab, rising:
Compound	IMP-1 inhibitor	NS3 helicase inh	IDE inh	pCIP destab	VIM-2 inh	IDE act	SUMO HTRF inh	M18AAP inhibitor
Nc1ccc(C(=O)OCc2csc(-c3ccccc3)n2)cc1[N+](=O)[O-]	-4.4	-4	6	-8	-3.0	-3	3	2
Cc1cc(-c2nc(C)c(C(=O)NN)s2)no1	-5.1	8	3	-7	-5.0	-5	3	8
COc1ccc(/C=N/NC(=O)C(=O)N2CCCCCC2)cc1[N+](=O)[O-]	-4.7	7	5	-6	-2.0	-2	/	5

(cont.)
canonical_smiles,IMP-1 inhibitor,NS3 helicase inh,DNA FID counter,IDE inh,pCIP destab,VIM-2 inh,IDE act,SUMO HTRF inh,M18AAP inhibitor
Cc1ccc2cc(CCNS(=O)(=O)c3ccc(Br)cc3)c(=O)[nH]c2c1C,-1.3,-5,-37,0,9,-1.6,2,9,4
N#CCOC(=O)C1CSC2(c3ccc(Br)cc3)CCC(=O)N12 (stereo unspecified),-2.9,13,-9,-2,-4,-2.9,-3,-16,-1
COc1ccc(CC(=O)O/N=C(\N)Cc2ccc(OC)cc2)cc1,-1.0,-5,-22,-2,-8,-2.8,1,12,-1
O=C(c1ccc(Cl)cc1)N1CCC(C(=O)N2CCCc3ccccc32)CC1,-1.6,2,-38,-2,-16,-1.0,7,16,2
COc1ccc(C(=S)N2CCCC2)cc1C,-1.1,3,-5,-5,6,0.9,5,2,-3
Cc1ccc2cccc(S(=O)(=O)NC3CCS(=O)(=O)C3)c2n1 (stereo unspecified),-3.0,-2,-1,-2,-6,-1.3,8,14,-2
CC1Oc2ccccc2OC1C(=O)Nc1nccs1 (stereo unspecified),-1.9,-3,-4,2,11,-2.0,4,0,-2
CCCC[C@@H]1CNC(=S)N1CCCC,-1.1,-5,-6,-4,-1,-1.0,1,12,1
CC1(c2cccc(Br)c2)NC(=O)N(CC(=O)Nc2cccnc2Cl)C1=O (stereo unspecified),-2.7,4,-12,1,-5,-1.9,8,0,5
